FN deposition inh: inhibitors of fibronectin matrix deposition, primary screen, AH1F cells, Alexa488-fibronectin fluorescence, plate reader. AH1F fibroblasts, overnight. inhibition, % at 12.6 µM. 350,000 tested, 0.086% active. AID 743247, 2014;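 active means mean inhibition across replicates of 30% or more, regardless of how many single replicates reach that level; inconclusive means mean under 30% yet at least half of replicates reach 30%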;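 further: positive control wells lacked labelled fibronectin entirely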
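Assay system: AH1F fibroblasts / Quantity: 10000 cells per well / Medium: DMEM plus 2% serum, read in PBS / Reagent: labelled fibronectin 24 nM / Dosing: single dose, pinned / Times: 1 h cell attachment, overnight exposure to compound and label / Signal: fluorescence, ex 485 nm, em 525 nm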
RAD54 inh: inhibitors of human RAD54 branch migration, primary screen, biochemical, fluorescence, single point. DNA repair and recombination protein RAD54-like (Homo sapiens), Q92698. RAD54 Holliday junction branch migration, FAM/BHQ fluorescence. inhibition, % at 10.4 µM. 360,000 tested, 0.14% active. AID 602329, 2012;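 active means mean normalized replicate activity at least 40 and at least half of replicates scoring 40 or more; inconclusive means only one of the two criteria met; inactive means mean below 40 and under half of replicates reaching 40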;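 further: 0% = median of neutral control wells and 100% = median of positive control wells; inhibitors cause a drop in the FAM fluorescence signal; in these data hits start at about 50%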
EWS-Fli inh: EWS/Fli-driven NR0B1 reporter inhibitors, primary screen, A673 cells, NR0B1 luciferase, luminescence, MLPCN library; viability-normalised; inhibition, % at 12.6 µM; 350,000 tested, 0.67% active;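 active means mean inhibition of at least 50% after viability correction, with every replicate also passing that limit; inconclusive means mean reaches 50% but only one of two replicates passes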;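 further: firefly luciferase signal divided by Alamar Blue viability fluorescence both relative to DMSO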
S100A4 MyoIIA: inhibitors of S100A4-myosin IIA peptide binding, primary screen, biochemical, fluorescence polarization, TAMRA-MyoIIA peptide; Protein S100-A4 (Homo sapiens), P26447; inhibition, % at 10.7 µM; 360,000 tested, 0.14% active; AID 652163, 2013;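 active means mean inhibition of at least 70% across replicates, with every replicate also reaching that level; inconclusive means mean inhibition reaches 70% but some replicates fall short; inactive means mean inhibition below 70%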
Target sequence (P26447 whole entry, looked up): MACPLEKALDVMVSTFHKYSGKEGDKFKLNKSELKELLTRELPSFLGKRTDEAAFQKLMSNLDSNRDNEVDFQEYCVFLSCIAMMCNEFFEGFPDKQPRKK
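Material: human S100A4 monomer with TAMRA-labelled myosin IIA peptide; buffer or medium: HEPES pH 7.2 with CaCl2, KCl, NaCl, DTT, Triton; compound dosing: one concentration per compound; schedule: 5 min incubation before reading; benchmarks: neutral control DMSO, positive control TFP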
esBAF inh: Bmi1 luciferase reporter increase in mESCs, primary screen, esBAF inhibitor project, mouse ES cells, Bmi1 luciferase knock-in, single point | 24 h; 100% = twice the neutral-well signal | reporter increase, % at 12.5 µM | 350,000 tested, 2% active | AID 602393, 2012; in the data active means activation above about 40%; inconclusive means no clear call, values can overlap the other calls;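 further: 0% = median of the plate's neutral control wells and 100% = double that signal; a rise in the Bmi1 reporter signal indicates esBAF inhibition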
RAD52 inh: RAD52 DNA annealing inhibitors, primary screen, biochemical, FRET, single point, set 2. inhibition, % at 18.7 µM. recombinant RAD52 DNA annealing, FRET fluorescence. DNA repair protein RAD52 homolog (Homo sapiens), P43351. 360,000 tested, 0.46% active;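 active means every replicate showing at least 50% inhibition; inconclusive means mean inhibition at least 50% but not in every replicate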
XiGFP reactiv: activators of inactive X chromosome reactivation, primary screen, imaging, XiGFP fibroblasts, GFP high-content imaging, set 2 | 360,000 tested, 0.055% active | XiGFP mouse fibroblasts, % GFP-positive cells imaging, 3 d; cells co-treated with 5-aza-dC sensitizer; scaled so ellipticine positive control = 100% | activation, % at 7.58 µM;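 active means mean normalized replicate activation at least 10% and every replicate at or above 10%; inconclusive means only one of the two criteria met; inactive means mean below 10% and not all replicates reach 10%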;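 further: 0% = median of on-plate neutral control wells and 100% = ellipticine 6 µM median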
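Material: XiGFP fibroblasts, SV40-immortalized. Buffer or medium: DMEM plus 5-aza-dC sensitizer. Compound: single concentration per compound, delivered by pin transfer. Times: 3 days compound exposure. Controls: ellipticine 6 µM.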
E-selectin induc: E-selectin induction in HUVECs, primary screen, imaging, HUVEC, immunofluorescence imaging, single point; normalized: neutral wells 0, TNF-alpha wells 100; activation, % at 7.58 µM; AID 686992, 2013; 260,000 tested, 0.37% active; P16581;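 active means mean E-selectin-positive cell signal at least 10% of the positive control, reached in at least 60% of replicates, without over 20% cell loss; inconclusive means no rule given, readout overlaps actives, possibly toxicity-flagged; inactive means the rest, including those meeting only one limit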;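 further: in these data hits start at about 27%; measured in HUVEC primary endothelial cells; signal is the percent of cells scored E-selectin positive by PE staining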
Target sequence (P16581 whole entry, looked up): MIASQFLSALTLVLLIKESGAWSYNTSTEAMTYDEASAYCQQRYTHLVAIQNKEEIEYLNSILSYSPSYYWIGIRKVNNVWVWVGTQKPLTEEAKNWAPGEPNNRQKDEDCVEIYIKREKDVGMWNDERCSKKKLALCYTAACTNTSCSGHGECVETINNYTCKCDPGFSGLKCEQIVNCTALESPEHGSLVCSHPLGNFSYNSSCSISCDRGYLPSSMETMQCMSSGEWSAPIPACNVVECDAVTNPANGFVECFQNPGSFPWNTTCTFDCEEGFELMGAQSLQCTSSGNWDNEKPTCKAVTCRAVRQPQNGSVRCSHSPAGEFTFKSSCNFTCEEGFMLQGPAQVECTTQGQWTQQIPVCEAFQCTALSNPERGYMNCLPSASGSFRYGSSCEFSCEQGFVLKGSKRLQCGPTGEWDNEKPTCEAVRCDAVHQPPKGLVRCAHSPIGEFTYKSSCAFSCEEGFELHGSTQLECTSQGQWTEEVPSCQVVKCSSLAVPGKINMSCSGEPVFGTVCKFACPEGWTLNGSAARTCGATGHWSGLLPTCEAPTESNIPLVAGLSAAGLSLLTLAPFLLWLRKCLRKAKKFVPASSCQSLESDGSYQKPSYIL
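assay system = HUVEC, human umbilical vein endothelial cells | input = 3,000 HUVEC seeded per well | medium = EGM-2 growth medium on 0.1% gelatin-coated wells | dosing = one compound dose added by pin transfer | signal = immunofluorescence imaging | read-out basis = % PE-positive cells | control set = TNF-alpha, DMSO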
The depositor's hits bear a star; ? = inconclusive; nt = no result given; & = joins results of further samples.

SMILES	FN deposition inh	RAD54 inh	EWS-Fli inh	S100A4 MyoIIA	esBAF inh	RAD52 inh	XiGFP reactiv	E-selectin induc
CC(=O)NC[C@@H]1[C@@H](c2ccc(-c3ccccc3)cc2)[C@@H](CO)N1C(=O)C1CC1	-2	1	-5	-60	-1	-11	0.1	0.1
O=[N+]([O-])c1ccc(C(O)CN2CCN(c3ccccc3)CC2)cc1 (stereo not given)	-4	0	0	5	1	-10	0.0	-0.1
CCn1c(Cc2ccc(OC)cc2)nnc1SCC(=O)NC1CC1	nt	3	5	-1	1	-10	0.0	-0.7
O=C(Nc1nnc(CCc2ccccc2)s1)c1ccc(F)cc1	-3	-4	-4	2	-7	-2	0.3	nt
O=C(CCc1nnc(CCC2CCCCC2)o1)NCCc1ccccn1	-10	nt	8	-13	nt	-7	0.4	nt
O=C(C[C@@H]1C[C@H]2c3cc(NS(=O)(=O)c4ccc(F)cc4)ccc3O[C@H]2[C@@H](CO)O1)NC1CCCC1	-3	-3	-2	7	1	-3	0.0	0.0
CN1CCN(C(=O)C[C@@H]2CC[C@@H](NS(=O)(=O)c3cccc(F)c3)[C@@H](CO)O2)CC1	7	3	-6	-15	-3	-16	-0.7	-0.3
O=C(O)C1C2C=CC(C2)C1C(=O)Nc1ccc(C(=O)N2CCCCC2)c(Cl)c1 (stereo not given)	nt	8	nt	-2	-8	-6	nt	nt
C[C@@H]1CN([C@@H](C)CO)C(=O)c2cc(NC(=O)NC3CCCCC3)ccc2O[C@@H](C)CCCCO[C@@H]1CN(C)Cc1ccc(C(F)(F)F)cc1	nt	9	6	-9	4	-13	0.1	0.4
C[C@H]1CN([C@@H](C)CO)S(=O)(=O)c2ccc(-c3cccnc3)cc2O[C@@H]1CN(C)Cc1cncnc1	-8	-2	-9	2	2	8	0.0	-0.2
OC(Cc1cccnc1)c1ccccc1 (stereo not given)	2	nt	14	-17	nt	-7	0.0	0.5
CC1=C(C(=O)OC(C)C)C(c2c(O)ccc3ccccc23)NC(=O)N1 (stereo not given)	-5	11	0	32	0	-3	0.0	0.0
COc1ccc(C(=O)NCc2cn3c(C)csc3n2)cc1OC	nt	-5	-19	-2	-4	-2	nt	nt
CC(C)c1cn(CC[C@H]2CC[C@@H](NC(=O)C3CCCC3)[C@H](CO)O2)nn1	-10	-4	-3	1	-1	-6	0.2	-0.1
COc1ccc(NC(=O)c2nn(C)c(=O)c3ccccc23)cc1S(=O)(=O)Nc1ccccc1Cl	10	nt	15	-6	nt	-6	0.2	-2.1

The final 2 records of the section above open the next one.
SMILES	FN deposition inh	RAD54 inh	EWS-Fli inh	S100A4 MyoIIA	esBAF inh	RAD52 inh	XiGFP reactiv	E-selectin induc
CC(C)c1cn(CC[C@H]2CC[C@@H](NC(=O)C3CCCC3)[C@H](CO)O2)nn1	-10	-4	-3	1	-1	-6	0.2	-0.1
COc1ccc(NC(=O)c2nn(C)c(=O)c3ccccc23)cc1S(=O)(=O)Nc1ccccc1Cl	10	nt	15	-6	nt	-6	0.2	-2.1
CCCNc1ncnc2c1cnn2C1CCCCO1 (stereo not given)	-4	-2	-33	-6	13	-8	0.0	nt
O=C(COc1ncnc2cc(Cl)ccc12)c1ccc2c(c1)OCCO2	-1	-1	-94	7	59*	-16	0.2	nt
COc1ccc2o/c(=N\O)c(C(=O)Nc3ccc(C)cc3)cc2c1	2	nt	-2	5	nt	0	0.2	0.0
Cc1cc(C)nc(SCC(=O)Nc2ccc(S(=O)(=O)Nc3cc(C)on3)cc2)n1	-8	4	-4	13	8	-2	0.1	1.1
CCOc1ccc(CCNC(=O)COC(=O)c2cc(OC)c(OC)cc2[N+](=O)[O-])cc1OCC	nt	nt	-13	-1	8	-7	-0.1	nt
N#Cc1c2n(c(=S)n(-c3ccccc3)c1=O)CCCCC2	6	3	8	5	-7	-21	0.2	-0.1
O=C(C[C@H]1CC[C@@H](NC(=O)CC2CC2)[C@H](CO)O1)NCc1ccc(Cl)cc1	nt	3	-3	6	3	15	-0.3	-0.2
COc1ccc(Br)c(C(=O)NC(C)(C)CO)c1	-3	nt	7	2	nt	-6	0.0	nt
Cn1c(=O)oc2cc(S(=O)(=O)CCC(=O)NCCc3ccccc3)ccc21	-5	-3	-1	0	7	-4	0.0	nt
Cc1cc(C)n(-c2ccc(C(=O)NCCCN3CCOCC3)cc2)n1	4	2	0	-1	-9	-14	0.0	nt
C[C@@H]1CN([C@@H](C)CO)S(=O)(=O)c2ccc(Br)cc2O[C@@H]1CN(C)Cc1ccc2c(c1)OCO2	1&-53	5	6&0	9&-8	-4	-8&3	0.0&0.2	10&0.0
Cc1cccc(NC(=O)CN2C(=O)N/C(=C\c3cccn3-c3cccc(C(=O)O)c3)C2=O)c1	-2	nt	6	36	nt	-14	0.0	-0.6
C=CC1=C(C(=O)O)N2C(=O)[C@@H](NC(=O)/C(=N\OCC(=O)O)c3csc(N)n3)[C@H]2SC1	-2	-6	-6	-9	-7	-26	0.1	0.0
Cn1cc(C2N3CC4(C)CN2CC(C)(C3)C4=O)c2ccccc21 (stereo not given)	-5	-26	-10	1	-4	-7	-0.1	2.2
N#CCC(=O)Nc1ccc(C(=O)NCc2cccc(Cl)c2)cc1	-1	-9	3	-6	-7	-16	0.0	5.8

Whole records from above. Values in the order: FN deposition inh, RAD54 inh, EWS-Fli inh, S100A4 MyoIIA, esBAF inh, RAD52 inh, XiGFP reactiv, E-selectin induc
Cn1cc(C2N3CC4(C)CN2CC(C)(C3)C4=O)c2ccccc21 (stereo not given) is listed with -5, -26, -10, 1, -4, -7, -0.1, 2.2
C[C@@H]1CN([C@@H](C)CO)S(=O)(=O)c2ccc(Br)cc2O[C@@H]1CN(C)Cc1ccc2c(c1)OCO2 is listed with 1&-53, 5, 6&0, 9&-8, -4, -8&3, 0.0&0.2, 10&0.0
N#Cc1c2n(c(=S)n(-c3ccccc3)c1=O)CCCCC2 is listed with 6, 3, 8, 5, -7, -21, 0.2, -0.1
CCCNc1ncnc2c1cnn2C1CCCCO1 (stereo not given) is listed with -4, -2, -33, -6, 13, -8, 0.0, nt

(next part)
SMILES	FN deposition inh	RAD54 inh	EWS-Fli inh	S100A4 MyoIIA	esBAF inh	RAD52 inh	XiGFP reactiv	E-selectin induc
CNC(=O)c1ccc(CN(C)C(=O)/C=C/c2ccc(S(=O)(=O)N3CCCCCC3)cc2)cc1	nt	-11	18	1	1	-50	-0.1	-1.1
NC(=O)[C@@H]1CCCCNc2c(I)cc([N+](=O)[O-])cc2C(=O)N[C@@H](CCC(=O)O)C(=O)N[C@@H](CO)C(=O)N1	6	-19	6	7	1	-10	0.0	-0.8
Cc1cccc(C(=O)NNC(=O)C2CC2)c1	4	1	-1	1	5	-13	0.0	-1.6
COc1ccc2cc(CN(CC3CCCO3)C(=S)NCc3ccco3)c(=O)[nH]c2c1 (stereo not given)	nt	nt	0	0	nt	-122	0.3	nt
COc1ccc(/C=N\Nc2ccc([N+](=O)[O-])cc2[N+](=O)[O-])c(C(=O)O)c1OC	5	nt	7	0	-4	6	0.5	2.0
COc1cccc(CN2CC(C(=O)N(C)CC3CCOCC3)CCC2=O)c1 (stereo not given)	-5	-10	-6	-2	0	-5	0.3	-4.1
COc1ccc(N(C(=O)c2ccco2)C(C(=O)NC2CCCC2)c2ccco2)cc1OC (stereo not given)	1	6	-7	-2	-5	-4	-0.1	nt
Cc1ccc(NC(=S)N(N)CCO)cc1	-1	nt	-9	-4	nt	5	-0.2	2.8
CC(C)NC(=O)Nc1ccc2c(c1)C(=O)N([C@@H](C)CO)C[C@H](C)[C@H](CN(C)C(=O)C1CCCCC1)OCCCC[C@@H](C)O2	-40	-1	3	5	-7	7	0.1	-0.1
CO[C@@H]1CN(C)C(=O)c2cc(NS(=O)(=O)CC(F)(F)F)ccc2OC[C@H](C)N(CC2CCCCC2)C[C@H]1C	-1	nt	6	-25	-2	-5	0.3	-0.2
COc1ccc(C)cc1NC(=O)C1CCN(S(=O)(=O)c2ccccc2)CC1	1	6	-9	2	0	-2	-0.2	-0.2
Cc1ccc(N(C(=O)c2snc(C(N)=O)c2N)C(C(=O)NC2CCCC2)c2ccncc2)cc1 (stereo not given)	-4	1	5	-2	11	-8	0.0	0.0
CC(=O)Nc1sc(C)c(C)c1C(=O)OCC(=O)Nc1cc(S(C)(=O)=O)ccc1Cl	6	-15	-3	2	3	-35	?	nt
C=CCSC1=C(C#N)C(c2ccccc2OCC)CC(=O)N1 (stereo not given)	nt	0	nt	2	-3	-8	nt	nt
O=C(N[C@@H](Cc1ccccc1)C(=O)NCCc1c[nH]c2ccccc12)c1ccco1	4	-1	15	-4	-1	-14	0.2	nt
O=C(CN1c2ccccc2S(=O)(=O)c2ccccc21)NCc1ccccc1	14	0	nt	-1	-4	-10	-0.1	nt
CC(NC(=O)c1cc2ccccc2o1)c1ccccc1 (stereo not given)	-3	nt	1	19	nt	-14	0.0	nt
COc1cccc(-c2cnc3c(c2)C(=O)N([C@H](C)CO)C[C@H](C)[C@H](CN(C)CC2CCOCC2)O3)c1	0	3	-5	9	-2	12	-0.1	1.3
O=C(NNC(=O)c1ccncc1)c1ccccc1	-4	-9	0	2	-1	1	0.2	nt
O=c1[nH]c(/C=C\c2cccc(O)c2)nc(O)c1[N+](=O)[O-]	0	-8	8	11	-5	-10	0.1	nt
CCOP(=O)(OCC)C(Cc1ccccc1)N=C(c1ccccc1)c1ccccc1 (stereo not given)	nt	nt	17	16	nt	-16	-0.1	-0.4
O=C(NNc1nc2cc3c(cc2s1)OCO3)c1cccc(F)c1	4	-2	-10	-1	47*	-9	0.1	-1.8
COc1cc(NC(=O)c2ccc3snnc3c2)cc(OC)c1	4	0	-105	1	47*	5	0.2	-0.1
Cc1noc(C)c1N=Nc1ccccc1C(=O)O	nt	nt	-7	-8	nt	-8	0.0	nt
O=C(O)CC(NC(=O)c1ccco1)c1ccco1 (stereo not given)	nt	0	nt	-6	-6	-16	0.1	0.2
Cc1cc(NC(=O)COc2ccc(C)c(C)c2)no1	0	nt	1	0	-1	-4	0.1	nt
